SUMO1-SIM PPI: alters human SUMO1 binding to SIM partners; P63165; SUMO1 binding to a labelled peptide, TR-FRET, 1 h; inhibition, % at 20 µM; hit rate 0.33% among 360,000; in the data active = inhibition above about 37%
STEP block: inhibitors of human striatal-enriched phosphatase STEP. P54829. recombinant STEP, OMFP fluorogenic substrate, fluorescence. inhibition, % at 20 µM. hit rate 0.25% among 360,000. AID 588621;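 active = inhibition at 20 µM, scaled per plate between control wells, above about 37%, limit read from the data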;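 note: 0% = DMSO with enzyme and substrate and 100% = substrate only without enzyme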
Target sequence (P54829 whole entry, looked up): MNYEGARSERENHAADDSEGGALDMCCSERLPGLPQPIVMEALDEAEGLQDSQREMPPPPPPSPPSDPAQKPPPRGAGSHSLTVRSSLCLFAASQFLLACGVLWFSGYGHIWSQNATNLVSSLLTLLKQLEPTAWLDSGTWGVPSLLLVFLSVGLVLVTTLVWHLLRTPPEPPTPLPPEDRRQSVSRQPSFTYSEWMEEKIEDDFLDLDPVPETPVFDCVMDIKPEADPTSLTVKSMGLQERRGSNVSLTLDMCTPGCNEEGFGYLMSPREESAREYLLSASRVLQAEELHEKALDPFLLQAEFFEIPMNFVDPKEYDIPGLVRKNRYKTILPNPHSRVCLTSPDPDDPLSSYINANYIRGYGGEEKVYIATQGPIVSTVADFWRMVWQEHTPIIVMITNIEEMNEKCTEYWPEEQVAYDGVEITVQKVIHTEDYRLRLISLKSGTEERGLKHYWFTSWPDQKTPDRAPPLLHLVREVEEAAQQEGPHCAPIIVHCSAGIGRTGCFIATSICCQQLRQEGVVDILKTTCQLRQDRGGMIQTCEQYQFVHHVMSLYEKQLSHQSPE
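System: isolated STEP enzyme; schedule: 20 min enzyme reaction at room temperature, protected from light; medium: Bis-Tris buffer pH 6.0, 2.5 mM DTT, 0.005% Tween 20; signal: fluorescence, 480/540 nm; dosing: single compound dose of 20 µM, 1% DMSO final; also added: OMFP substrate, 25 µM final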
CSN inh: inhibitors of human CSN-mediated cullin deneddylation | Q92905 | inhibition, % at 12.5 µM | hit rate 0.38% among 360,000 | AID 651999 | Purified CSN, SCF-Nedd8-OG deneddylation, fluorescence polarization;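 active = pattern-corrected inhibition above about 35%, with an unprinted fluorescence ratio check between 0.5 and 1.5, limit read from the data, passing the limit was not always enough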;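 note: 0% = enzyme with substrate and 100% = substrate without enzyme; some results filed as inactive read as strong as hits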
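Material: human Csn5 produced in HEK293T cells; Input: enzyme 0.24 nM; Reagent: SCFSkp2-Nedd8OG substrate at 10 nM final; Dosing: 12.5 µM compound; Incubation: 90 min reaction at room temperature; Detection: fluorescence polarization of the substrate; Evaluation: % inhibition of substrate cleavage by Csn5; Control set: substrate-only high control, full reaction low control.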
MsrA inhibitor: inhibitors of bovine MsrA. purified bovine MsrA, absorbance read-out. inhibition, % at 15.5 µM. hit rate 0.75% among 360,000; in the data active = inhibition above about 4.5%;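 note: 0% = vehicle wells with enzyme and 100% = reference inhibitor wells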
Scp1 inh: blocks human Scp-1 phosphatase activity; Q9GZU7; Recombinant Scp1, phosphopeptide, malachite green phosphate absorbance; inhibition, % at 20 µM; hit rate 0.88% among 340,000;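 active = inhibition above about 50% at 20 µM, limit read from the data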;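 note: plate controls were DMSO wells with enzyme for no effect and wells lacking enzyme for full effect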
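Test system – truncated SCP-1 phosphatase (76-261aa) · Reagent – Phosphorylated 17-residue peptide substrate · Incubation – 45 min room-temperature reaction, 5 min colour, 30 min stabiliser · Detection – colorimetric phosphate reagent with accelerator and stabiliser, absorbance at 630 nm · Measure – % inhibition at 20 µM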
Rpn11 block: inhibitors of human proteasome Rpn11; human 26S proteasome, Ub4-pepOG fluorescence polarization; 20S core pre-blocked with epoxomicin; calls only at 20 µM; hit rate 0.59% among 360,000; AID 588493;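 active = inhibition at 20 µM, scaled to each plate's controls, above about 33%, limit read from the data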
Target sequence (O00487 whole entry, looked up): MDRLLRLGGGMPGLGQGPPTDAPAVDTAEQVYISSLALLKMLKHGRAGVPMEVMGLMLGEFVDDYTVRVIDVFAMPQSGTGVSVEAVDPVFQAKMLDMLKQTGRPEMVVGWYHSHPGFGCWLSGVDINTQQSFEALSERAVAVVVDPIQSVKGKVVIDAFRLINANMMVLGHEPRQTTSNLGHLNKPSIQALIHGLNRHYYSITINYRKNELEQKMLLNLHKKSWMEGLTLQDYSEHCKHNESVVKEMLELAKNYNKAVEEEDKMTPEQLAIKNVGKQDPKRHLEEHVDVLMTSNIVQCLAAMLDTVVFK
DNMT1 block: blocks human DNA methyltransferase DNMT1 | P26358 | DNMT1 molecular beacon, Hinp1I cleavage, fluorescence | inhibition (reported as % activation of signal), % at 10 µM | hit rate 0.83% among 360,000 | AID 588458; in the data active = inhibition above about 50%
NadD block: blocks S. aureus nicotinate mononucleotide adenylyltransferase | purified NadD enzyme, colorimetric absorbance read-out | inhibition, % at 20 µM | hit rate 0.78% among 360,000; in the data active = inhibition above about 26%; note: some compounds past the cut are filed as inactive
LMPTP inh: LMPTP (human) inhibition. AID 651560. recombinant LMPTP-A, OMFP fluorogenic substrate, fluorescence intensity. inhibition, % at 20 µM. hit rate 0.22% among 360,000. P24666;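 active = compounds that cut the enzyme signal by at least half of the control window in the single-dose screen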;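 note: plate controls were DMSO wells with enzyme plus substrate for no effect and substrate without enzyme for full effect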
Target sequence (P24666 whole entry, looked up): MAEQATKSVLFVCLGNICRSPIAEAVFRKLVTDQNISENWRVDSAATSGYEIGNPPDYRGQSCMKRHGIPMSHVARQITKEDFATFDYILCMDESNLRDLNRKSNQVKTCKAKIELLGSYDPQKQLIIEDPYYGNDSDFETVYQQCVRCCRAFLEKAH
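Assay system: LMPTP-A phosphatase enzyme | Input: 0.625 nM enzyme | Also added: Fluorogenic phosphatase substrate OMFP at 400 µM final | Compound dosing: One test concentration per compound, 20 µM, with 3% DMSO overall | Schedule: 50 min enzyme reaction at room temperature, protected from light | Signal: Fluorescence intensity | Benchmarks: no-enzyme and uninhibited controls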
Tb MetRS inh: blocks T. brucei methionyl-tRNA synthetase activity. AID 624268. inhibition, % at 11.9 µM. hit rate 0.4% among 360,000. purified T. brucei MetRS, ATP depletion, Kinase-Glo luminescence;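 active = inhibition above a per-plate cutoff of the control wells' mean inhibition plus 3 SD, cut at about 5.5% in these data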;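 note: 0% = DMSO wells median and 100% = median of wells with control inhibitor compound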
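Material: T. brucei methionyl-tRNA synthetase, purified; reagent: substrates ATP, L-methionine and bulk Escherichia coli tRNA; dosing: 11.9 µM single point; timing: 15 min plus 2 h at 25 °C; detection: luminescence of leftover ATP; evaluation: % inhibition; control set: DMSO-only wells as low control; replicates: singlicate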
The depositor's hits bear a star; i = inactive; / = no result given; + = active, no number.

SUMO1-SIM PPI	STEP block	CSN inh	MsrA inhibitor	Scp1 inh	Rpn11 block	DNMT1 block	NadD block	LMPTP inh	Tb MetRS inh	Compound
0	-2	3	0.2	-7	i	3	-4	-0.5	-0.9	CCOc1ncccc1C(=O)OC(C)C(=O)NC(=O)NC1CCCCC1 (configuration not stated)
37	10	33	0.9	8	+	8	2	13	0.0	COc1ccc(-n2c(N)c(C(=O)Nc3c(C)n(C)n(-c4ccccc4)c3=O)c3nc4ccccc4nc32)cc1
-2	-1	-1	0.6	1	i	1	0	0.3	-0.8	O=C(Nc1ccccc1C(F)(F)F)N1CCC(n2c(=O)[nH]c3ccccc32)CC1
6	2	-6	0.7	5	i	17	10	0.5	-1.0	CCN1C2=C(C(=O)CCC2)C(c2ccc(O)c(Br)c2)C2=C1CCCC2=O
5	4	6	0.7	-20	i	7	-2	2.3	-0.5	C[C@H]1[C@@H](c2ccccc2)Oc2ccc(Cl)cc2S(=O)(=O)N1Cc1ccc(F)cc1F
-2	2	0	-0.3	5	i	0	4	-0.7	0.0	C=CCNC(=S)N1CCC(C(=O)c2ccc(Cl)cc2)CC1
-13	7	13	0.7	45	i	85*	23	8.8	-1.0	Cc1cccc(NC(=O)/C(=C\c2ccc([N+](=O)[O-])o2)NC(=O)c2ccc(Cl)cc2)c1
-5	3	1	2.3	-5	i	5	0	0.6	-0.6	Cc1ccc(/C=N/NC(=O)c2cc3c(ccc4ccccc43)o2)o1

DNMT1 block, what is marked active above.
SUMO1-SIM PPI	STEP block	CSN inh	MsrA inhibitor	Scp1 inh	Rpn11 block	DNMT1 block	NadD block	LMPTP inh	Tb MetRS inh	Compound
-13	7	13	0.7	45	i	85*	23	8.8	-1.0	Cc1cccc(NC(=O)/C(=C\c2ccc([N+](=O)[O-])o2)NC(=O)c2ccc(Cl)cc2)c1

Next results
SUMO1-SIM PPI	STEP block	CSN inh	MsrA inhibitor	Scp1 inh	Rpn11 block	DNMT1 block	NadD block	LMPTP inh	Tb MetRS inh	Compound
0	0	-3	-0.7	-2	i	5	-3	-2.6	-5.5	Cc1ccc(NC(=O)CCCC(=O)O)c(Br)c1
3	5	-2	-1.5	-6	i	4	-2	-1.3	-0.3	Cc1cc(C)n2nc(CC(=O)NC3CCCCCC3)nc2n1
-26	2	3	1.8	-1	i	-3	4	1.2	0.0	C/C(=N/NC(=O)CC(=O)N/N=C(\C)c1ccc([N+](=O)[O-])cc1)c1ccc([N+](=O)[O-])cc1
5	-1	0	-0.1	-2	i	-3	-2	-1.2	-0.6	O=C(CN1CCN(C(=O)c2ccco2)CC1)Nc1ccc(F)cc1F
-6	-1	3	2.0	-14	i	-4	-5	-1.5	0.1	CN1CCN(CCCNC(=O)c2ccc(NC(=O)C3=CSCCO3)cc2)CC1
0	-1	-2	0.1	-8	i	-2	-3	-1.2	-1.7	COc1cccc(CNC(=O)c2ccccc2N)c1
14	-1	0	1.3	0	i	-12	6	-1.1	-0.6	C/C(CC(=O)N1CCN(C=O)CC1)=N\NC(=O)c1cc2ccccc2cc1O
-1	1	2	2.7	-1	i	-1	3	-0.6	-1.1	Cc1cc(C)n(CC(=O)N2CCc3ccccc32)c(=O)c1C#N
1	-2	5	-0.2	/	i	0	4	-0.1	-0.3	CC(C)Cc1nnc(NC(=O)C2CCCN(C(=O)c3ccc(Cl)cc3)C2)s1 (configuration not stated)
-4	2	-10	-0.3	-9	i	-1	15	2.1	0.9	CCc1ccc(NC(=S)N(Cc2cccc(Br)c2)CC2CCC(C(=O)O)CC2)cc1 (configuration not stated)
3	-1	0	-1.9	-2	i	-1	-1	0.1	-1.0	CCN(Cc1ccncc1)C(=O)c1ccccc1NS(=O)(=O)c1ccc(F)cc1
-17	0	-11	0.5	-11	i	1	-6	0.4	-0.4	Cc1ccc(/C=C2\NC(=S)NC2=O)cc1[N+](=O)[O-]
6	3	-4	0.4	-9	i	-6	-6	2.6	-0.7	CCOc1ccccc1NC(=O)C(OC(=O)c1ccccc1O)c1ccccc1 (configuration not stated)
1	7	2	-1.3	10	i	8	13	3.8	0.0	CCC(C)c1ccc(S(=O)(=O)N2CCN(C(=O)c3ccc(Cl)c(S(=O)(=O)N4CCOCC4)c3)CC2)cc1 (configuration not stated)
-1	2	-1	0.9	/	i	-5	-3	-0.3	-0.2	CCOC(=O)N1CCN(S(=O)(=O)N2CCCC(C(=O)NCc3ccccc3OCC)C2)CC1 (configuration not stated)
1	1	-1	-0.5	-6	i	-1	0	1.2	-0.3	CCOP(=O)(NC12CC3CC(CC(C3)C1)C2)NC12CC3CC(CC(C3)C1)C2
3	-5	-4	0.6	-5	i	5	2	-1.2	-0.1	O=C(CCN1CCCCCC1)c1ccccc1
10	0	-2	-0.5	1	i	0	3	-0.6	-0.3	O=C(NCC(c1ccco1)N1CCOCC1)c1ccc(Cl)cc1 (configuration not stated)
-2	-2	2	3.8	9	i	-1	-5	0.1	-1.2	CC(C)[C@@H]1CC[C@@H](C)c2c(-c3ccccc3)n[nH]c21
35	96*	43*	1.4	66*	i	73*	18	34	-0.2	O=C(O)CSc1cc(C(=O)c2ccccc2O)cn2c(=O)c3c4c(sc3nc12)CCCC4
-11	2	3	1.9	-4	i	0	1	0.9	0.2	O=C1CC(/C=C/c2ccccn2)=Nc2ccccc2N1
18	-8	-7	0.6	-12	i	-4	-1	0.1	-0.2	CCCOC(=O)c1ccc(NC(=O)CCOc2ccccc2)cc1
-5	0	-2	1.6	-3	i	3	-3	-0.2	-1.5	COc1cc(/C=C/c2c([N+](=O)[O-])c(=O)n(C)c(=O)n2C)cc(OC)c1OC
4	1	-8	0.2	-9	i	1	-4	0.1	-0.1	Cc1cccc(S(=O)(=O)Nc2ccc(S(=O)(=O)Nc3nccs3)cc2)c1

Structural class: the entries above with an NH in an aromatic ring
SUMO1-SIM PPI	STEP block	CSN inh	MsrA inhibitor	Scp1 inh	Rpn11 block	DNMT1 block	NadD block	LMPTP inh	Tb MetRS inh	Compound
-2	-1	-1	0.6	1	i	1	0	0.3	-0.8	O=C(Nc1ccccc1C(F)(F)F)N1CCC(n2c(=O)[nH]c3ccccc32)CC1
-2	-2	2	3.8	9	i	-1	-5	0.1	-1.2	CC(C)[C@@H]1CC[C@@H](C)c2c(-c3ccccc3)n[nH]c21

Later entries.
SUMO1-SIM PPI	STEP block	CSN inh	MsrA inhibitor	Scp1 inh	Rpn11 block	DNMT1 block	NadD block	LMPTP inh	Tb MetRS inh	Compound
-4	0	1	-0.5	1	i	-1	-5	0.3	-0.6	CCC(C)(C)NC(=O)CN(C(=O)CNS(=O)(=O)c1ccc(F)cc1)c1ccc2c(c1)OCCO2
1	0	7	1.1	-1	i	0	-1	-2.3	-0.7	Cc1nnc(SCC(=O)NC(C)(C)C)n1NCc1c(F)cccc1Cl
7	0	1	0.6	1	i	7	6	-0.3	0.6	Cc1c(C)c2c(OCC(=O)NCc3ccncc3)cc3c(c2oc1=O)CCC(C)(C)O3
2	0	4	-0.6	-5	i	1	6	-0.4	0.3	Cc1cccc(N(C(=O)c2ccco2)C(C(=O)NC2CCCC2)c2cccnc2)c1C (configuration not stated)
-2	-2	-4	2.0	1	i	-10	-5	1.8	-1.1	Cc1csc(NC(=O)c2cc3c(s2)CCCCC3)n1
1	-2	-4	3.9	11	i	1	-5	-0.6	-0.8	COc1ccc(OC)c(/C=N/NC(=O)c2ccc(Cn3cc([N+](=O)[O-])cn3)o2)c1
-1	1	0	0.4	4	i	7	-2	-0.4	-1.2	CCC1CCCCN1C(=O)CSc1nc(C)cc(C)n1 (configuration not stated)
-1	3	0	-0.6	-4	i	2	-6	0.4	-0.5	O=C(CCC(=O)c1ccc(F)cc1)NN1C(=O)NC2(CCCCC2)C1=O
-2	2	-3	-0.1	-5	i	1	9	-0.1	0.1	COC(=O)c1ccc(Cl)c(NC(=O)CSc2nnc(-c3ccncc3)o2)c1
-16	0	0	2.9	/	i	-2	-1	-9.9	-0.2	CCc1ccc(N2CC(C(=O)N3CCN(S(=O)(=O)c4cccc(F)c4)CC3)CC2=O)cc1 (configuration not stated)
5	-2	-3	0.0	5	i	0	-3	1.1	-0.2	CCOC(=O)C[C@H]1c2ccc(C(F)(F)F)cc2S(=O)(=O)N1C(C)(C)C
3	3	6	/	-6	i	-6	0	-0.1	-0.4	CCNC(=S)NNC(=O)c1cc(-c2cc(C)ccc2C)nc2ccccc12
6	0	5	-0.3	-2	i	-10	0	-0.4	-1.0	COc1ccc(-c2noc(CCC(=O)NCCCN3CCN(c4ccc(F)cc4)CC3)n2)cc1
-83	2	1	-1.5	-4	i	-2	-4	-3.6	-0.7	COc1ccc(C2c3ccc4ccccc4c3Oc3ncn(CCCN(C)C)c(=N)c32)cc1 (configuration not stated)
0	-2	-3	0.2	-9	i	2	-4	-1.4	-0.4	COc1ccc(CC(=O)NCc2ccc3c(c2)OCO3)cc1
-22	0	2	0.5	-12	i	0	-7	0.7	-0.4	COc1ccc(/C=C/C(=O)OC(C)C(=O)c2ccccc2)cc1OC (configuration not stated)
-17	-1	-2	3.0	-5	i	1	2	-6.4	0.2	O=C1Nc2ccc(S(=O)(=O)N3CCOCC3)c3cccc1c23
-14	-1	-1	0.4	-8	i	-7	1	-1.0	-0.3	CO[C@@]12[C@@H]3N[C@@H]3CN1C1=C(C(=O)C(N)=C(C)C1=O)[C@@H]2COC(N)=O
-8	-3	-6	1.6	-10	i	4	-4	-1.7	-0.2	CCCCn1nc2cc(C(=O)NC[C@@H]3CCCO3)ccc2c1OCC
-18	-2	2	-1.4	-7	i	0	4	-1.3	-0.5	CC1SC(c2ccccc2)N(CC(O)c2ccc([N+](=O)[O-])cc2)C1=O (configuration not stated)
3	2	-1	-1.1	-7	i	1	2	-2.0	-0.3	Cc1cccc(OCCCC(=O)Nc2ccc(S(=O)(=O)Nc3onc(C)c3C)cc2)c1C
2	-2	1	1.5	-12	i	3	-6	-1.0	-0.7	O=c1cc(C(F)(F)F)[nH]c(=S)n1-c1ccccc1
10	2	0	2.6	-6	i	1	2	-1.2	1.0	CN(C)/C=C(\C#N)C(=O)Nc1ccc(O)cc1F
1	7	-1	-0.4	-1	i	8	-3	0.0	0.2	COc1ccccc1N1CCN(C2CCN(S(=O)(=O)c3ccc(NC(C)=O)cc3)CC2)CC1
-15	0	6	0.3	-4	i	-2	10	7.0	-0.3	Cc1cccc(-n2c(O)c(C=Nc3ccccc3O)c3ccccc3c2=O)n1
-13	-2	3	1.1	8	i	2	1	0.6	1.8	COc1cccc(CNC(=O)Cn2ccc([N+](=O)[O-])n2)c1
-1	-2	1	-1.4	-11	i	3	0	1.5	0.3	Cc1ccc2sc(NC(=O)C3CC3)nc2c1C

Screening results from PubChem BioAssay.
